# Source: PubChem
# SRC1 TRFRET art – TR-FRET detection interference compounds, primary screen, artefact control for PPARgamma SRC-1 recruitment agonists, biochemical, TR-FRET emission ratio; AID 1051, 2008; 99,000 tested, 0.34% active; TR-FRET ratio at 8 µM; TR-FRET detection artefact counter-screen; stronger effect = higher value; in the data active = TR-FRET ratio above about 2300; note: inactives centre near 1800
# SRC3 TRFRET art – TR-FRET detection interference compounds, artefact control for PPARgamma SRC-3 recruitment agonists, biochemical, TR-FRET ratio; TR-FRET artefact counter-screen, PPARgamma/SRC-3 format; stronger effect = higher value; TR-FRET ratio at 8 µM; 99,000 tested, 0.39% active; AID 1048, 2008; in the data active = TR-FRET ratio above about 2000; note: inactives centre near 1600
# The depositor's hits bear a star; & = joins results of further samples. An excerpt, so the mix of outcomes need not match the whole.
# Results follow in this order: SRC3 TRFRET art	SRC1 TRFRET art
- O=C(Cn1cc2c(n1)CCCC2)NCc1cccnc1
→ 1704	2046
- CC(=O)C(=Cc1cn(-c2ccccc2)nc1-c1ccccc1)C(C)=O
→ 1638	1876
- O=C(CN1C(=O)NC2(CCCC2)C1=O)N1CCN(S(=O)(=O)c2ccc(Cl)cc2)CC1
→ 1127	1524
- COc1ccc(CCN2CC(C(=O)NCCc3ccccc3)CC2=O)cc1OC (centres undefined)
→ 1637	1815
- COc1ccc([N+](=O)[O-])cc1NC(=O)c1ccccc1SC
→ 1429	1762
- COc1ccc2nc(SC(C(=O)c3ccccc3)c3ccccc3)nc(C)c2c1 (centres undefined)
→ 1748	1453
- CC1CCN(CC(=O)Nc2ccc(Br)cc2[N+](=O)[O-])CC1
→ 1551	1997
- CCN(C=NC1=NN(c2cccc(C(F)(F)F)c2)CC1)CC
→ 1515	1920
- Cc1ccc(NC(=O)CN(C)C(=O)CCOc2ccccc2C)cc1
→ 1528	1698
- O=C(N/N=C/c1ccc(OC(=O)c2ccccc2)c([N+](=O)[O-])c1)c1ccc(O)cc1
→ 1817	1813
- Cc1ccc2[nH]c(-c3ccccc3)c(CN3CCCC3)c(=O)c2c1
→ 1851	1960
- O=C(COc1ccc(Cl)cc1)Nc1ccccc1CO
→ 1582	1754
- CCCCCCCCOC(=O)C[N+](C)(C)C/C=C(/C)Cl
→ 1462	1579
- CCC(=O)N(c1ccc(C(=O)O)cc1)c1nc(-c2ccc(OC)cc2)c(C)s1
→ 1282	1568
- CCOC(=O)COc1ccc(S(=O)(=O)N2CCN(c3ccccc3)CC2)cc1
→ 1583	1882
- Cc1c(-c2ccc(F)cc2)[n+](=O)c2c(n1[O-])CCCCC2
→ 1470	1652
- COc1ccc(S(=O)(=O)N2CCCCC2)cc1NC(=S)Nc1cccc(Cl)c1C
→ 1743	1919
- COc1ccc(/C=C\c2cc(OC)c(OC)cc2CC[N+](C)(C)C)cc1OC
→ 1738	2167
- Cc1nn(C(C)C(=O)c2cccc(Cl)c2)c(C)c1[N+](=O)[O-] (centres undefined)
→ 1629	1926
- O=C(Cc1ccc2c(c1)OCCO2)N1CCN(S(=O)(=O)c2cccc(Cl)c2Cl)CC1
→ 1762	1639
- COc1ccc(CC(=O)NCc2nnc(SCC(=O)Nc3cccc(F)c3)n2C)cc1
→ 1574	1764
- Cc1ccc(CN2CCN(CC(=O)O)C2=O)cc1
→ 1530	1935
- CCCc1nc(N2CCN(C)CC2)c2sc(=S)n(-c3ccccc3)c2n1
→ 1534	1796
- Cc1nc(-c2ccccc2)ccc1C(=O)O
→ 1836	1870
- COc1ccc(N2CCN(S(=O)(=O)c3cc(C)ccc3OC)CC2)cc1
→ 1420	1920
- COc1ccc(OCC(=O)NNC(=O)C2CCCO2)cc1 (centres undefined)
→ 1621	1837
- CCOc1ccccc1NC(=O)COC(=O)CN(C)S(=O)(=O)c1ccc(C)cc1
→ 1342	1813
- O=C(c1ccc(Cl)cc1)C1CCCN(C(=O)c2csnn2)C1 (centres undefined)
→ 1603	1697
- O=C(O/N=C1\CCS(=O)(=O)c2sccc21)C1CC1
→ 1437	1591
- COc1ccc(C(=O)CCC(C)(C)[N+](=O)[O-])cc1OC
→ 1603	1776
- Cc1cc(NC(=O)c2ccc(NC(=O)c3cccs3)cc2)no1
→ 1781	1747
- COc1cc(C(=O)N/N=C/C2CC=CCC2)cc(OC)c1OC (centres undefined)
→ 1548	1816
- COc1ccc(NC(=S)NC(C)C(c2ccccc2)N2CCOCC2)cc1 (centres undefined)
→ 1690	1898
- Cn1cnnc1Sc1ccc(C(=O)OCC(=O)NC2CC2)cc1[N+](=O)[O-]
→ 1434	1573
- CCc1ccccc1NC(=O)CN(C)C(=O)Cn1ncc(Cl)c(Cl)c1=O
→ 1558	1971
- O=C(NCCOc1nc(N2CCCCC2)nc(N2CCCCC2)n1)Nc1ccccc1
→ 1563	1773
- Cc1cccc(C2CC3(CC(C)(C)NC(=S)N3)Oc3cc(O)ccc32)c1 (centres undefined)
→ 1767	1779
- O=C(c1ccco1)N1CCN(C(=S)Nc2cccc([N+](=O)[O-])c2)CC1
→ 1694	1659
- O=C(Nc1ccc2[nH]c(=S)sc2c1)c1ccccc1
→ 1704	1987
- CCOc1ccc(C(=O)NCC(=O)OCc2csc(-c3ccccc3)n2)cc1
→ 1652	1842
- CN1CCN(C(=O)/C(=C\c2cccc([N+](=O)[O-])c2)NC(=O)c2cccs2)CC1
→ 1475	1535
- Cc1nnc(SCC(=O)NCc2ccc3c(c2)OCO3)[nH]c1=O
→ 1534	1761
- COC(=O)c1sc2nc3c(cc2c1N)CCCC3
→ 1685	1927
- CN(C)c1ccc(/C=N/NC(=O)c2cccc(C(=O)N/N=C/c3ccc(N(C)C)cc3)n2)cc1
→ 1579	1755
- Cc1ccc(NC(=O)C(=O)NCC2CCCO2)cc1C (centres undefined)
→ 1512	1985
- CCn1c(SCC(=O)Nc2cc(C)ccc2C)nc2c(c1=O)SC(C)C2 (centres undefined)
→ 1614	1872
- C=CCn1c(SCCN2CCCC2)nc2c([nH]c3ccccc32)c1=O
→ 1449	1643
- O=C(O)CCCC(=O)N1CCCC1
→ 1672	1629
- CCC(=O)Nc1ccc(NC(=O)CSc2nnc(-c3ccc(O)cc3)n2CC2CCCO2)cc1 (centres undefined)
→ 1720	1808
- Cc1ccc(NC(=S)NCc2ccc3c(c2)cc(C)n3C)c(C)c1
→ 1903	1632
- O=C(N/N=C/c1cc(Cl)cc([N+](=O)[O-])c1O)NC12CC3CC(CC(C3)C1)C2
→ 1324	1796
- COC(=O)c1nn(-c2ccc(OC)cc2)c(=O)cc1NN
→ 1372	1626
- CCOc1ccc(NC(=O)CCNS(=O)(=O)c2ccc3c(c2)CCC(=O)N3)cc1
→ 1646	1871
- Cc1cc(NS(=O)(=O)c2ccc(NC(=S)NC(=O)c3ccc(Br)cc3)cc2)no1
→ 1796	1914
- CN1CCC(N(C)C(=O)c2cc(=O)c3ccccc3o2)CC1
→ 1813	1885
- Cc1ccc(N=Nc2c(N)nn(-c3ccccc3)c2N)cc1
→ 1626	1833
- CCC(=O)Nc1nc(-c2ccccc2)nc(SC)c1C(C)=O
→ 1707	1732
- COc1ccc(/C=C2\SC(=N)N(c3ccc(F)cc3)C2=O)cc1OC
→ 1483	1721
- Cc1ccc(-c2cnc(NCc3cc4c(cc3[N+](=O)[O-])OCO4)n2C)cc1C
→ 1610	1958
- OCC1(Cc2ccccc2Cl)CCN(C/C=C/c2ccccc2)CC1
→ 1451	1670

# More entries:
# Results follow in this order: SRC3 TRFRET art	SRC1 TRFRET art
- COc1ccc2c(c1)C(SCC(=O)NCCc1ccccc1)CC(C)(C)O2 (centres undefined)
→ 1496	1604
- CCOC(=O)C1=C(C)NC2=C(C(=O)CCC2)C1c1ccc(O)c(OCC)c1 (centres undefined)
→ 1569	2078
- CS(=O)(=O)c1ccc2nc(NC(=O)CS(=O)(=O)Cc3ccccc3)sc2c1
→ 1520	1557
- O=C1Cc2cc(CCN3CCN(c4nsc5ccccc45)CC3)c(Cl)cc2N1
→ 1480	1812
- CCCc1nc2n[nH]c(N)c2c2c1CCC2
→ 1876	1776
- Cc1ccc(C(=O)NC(C)C(c2cccs2)N2CCCC2)s1 (centres undefined)
→ 1499	1941
- CC1(C)C(=O)Nc2ccccc2N1C(=O)CSc1ncccn1
→ 1378	1703
- Cc1c(Cl)cccc1S(=O)(=O)N1CCC(C(=O)NNC(=O)C2CC2)CC1
→ 1510	1856
- CN(CCCCN1CCOCC1)Cc1nc(-c2ccc3c(c2)OCO3)no1
→ 1559	1611
- COC(=O)Cc1c(O)ccn(Cc2ccc(Cl)c(Cl)c2)c1=O
→ 1425	1815
- CN1C(C(=O)Nc2ccccn2)=C(O)c2ccccc2S1(=O)=O
→ 1674&1624	1902&1738
- O=C(CN1CCOCC1)N1CCN(S(=O)(=O)c2ccccc2)C1c1ccccc1 (centres undefined)
→ 1569	2063
- Cc1onc(-c2ccccc2Cl)c1C(=O)NNC(=O)C1CCN(Cc2ccccc2)CC1
→ 1306	1897
- CCc1cc(=O)oc2cc(OC(C)C(=O)O)c(Cl)cc12 (centres undefined)
→ 1566	1514
- N#Cc1ccc(N2Cc3ccccc3C2=NC(=O)c2cccnc2Cl)cc1
→ 1751	1979
- C=CCc1cccc2cc(C(=O)Nc3ccc(NC(C)=O)cc3)c(=O)oc12
→ 1531	1820
- O=C(NC(=S)Nn1cnnc1)c1ccccc1Cl
→ 1450	1849
- Cc1nc2ccc(NC(=O)c3ccco3)cc2s1
→ 1795	2020
- O=C(NCc1cccnc1)c1ccc(COc2ccccc2Cl)cc1
→ 1591	1567
- CCNC(=S)N/N=C/c1cccc(/C=N/NC(=S)NCC)c1
→ 1630	1542
- COc1ccc2nc(/N=C(\N)NC(=O)Nc3ccccc3)nc(C)c2c1
→ 1555	1956
- CCOc1ccc(NC(=S)NC(=O)c2c(Cl)cnn2CC)c([N+](=O)[O-])c1
→ 1388	1798
- CC(C)CCn1nc(C(=O)Nc2nc3c(s2)CCCC3)c2ccccc2c1=O
→ 1577	1596
- COc1ccc(/C=C/c2nc(-c3ccccc3O)n[nH]2)cc1OC
→ 1483	1648
- Cc1cc2cc(CNC(=O)c3ccc(C)c([N+](=O)[O-])c3)ccc2[nH]1
→ 1520	1805
- NC(=O)NOCc1cccc(Cl)c1
→ 1489	1699
- COc1ccc(C(=O)NCc2ccc3c(c2)cc(C)n3C)cc1
→ 1480	1948
- O=C(Nc1ccc(S(=O)(=O)Nc2ccc(F)cc2)cc1)c1ccc(CN2CCOCC2)cc1
→ 1448	1786
- Cc1ccc(C)c(NS(=O)(=O)c2ccc(OCC(=O)NCc3cccnc3)cc2)c1
→ 1630	1945
- C/C(=N/NC(=O)c1ccccc1)C1=C(O)CC(C)(C)CC1=O
→ 1459	1754

# Entries of single compounds, quoted from the list.
# Listed for `COc1ccc(/C=C2\SC(=N)N(c3ccc(F)cc3)C2=O)cc1OC` → SRC3 TRFRET art: 1483; SRC1 TRFRET art: 1721
# Listed for `Cc1c(Cl)cccc1S(=O)(=O)N1CCC(C(=O)NNC(=O)C2CC2)CC1` → SRC3 TRFRET art: 1510; SRC1 TRFRET art: 1856
# Listed for `COc1ccc(CCN2CC(C(=O)NCCc3ccccc3)CC2=O)cc1OC` (centres undefined) → SRC3 TRFRET art: 1637; SRC1 TRFRET art: 1815

# Going on with the list:
# Results follow in this order: SRC3 TRFRET art	SRC1 TRFRET art
- Cc1nn(C)c(C)c1N1C(=O)c2cccc3c(N)ccc(c23)C1=O
→ 1742	1981
- CCOC(=O)CC(NC(=O)C1c2ccccc2Oc2ccccc21)c1ccc(C)cc1 (centres undefined)
→ 1671	1800
- Cc1ccc(Cn2c(SC(C)C(N)=O)nc3ccccc3c2=O)cc1 (centres undefined)
→ 1563	1730
- CC1CCc2cc(F)ccc2N1C(=O)c1cccs1 (centres undefined)
→ 1566	1890
- O=C(OCC(=O)N1CCN(c2ccccc2)CC1)c1cnc(Cl)c(Cl)c1
→ 1283	1601
- CSc1ccccc1C(=O)Nc1c(C)cccc1C
→ 1662	1910
- COc1cccc(C(=O)NC(c2ccccc2)C2CCCC2)c1 (centres undefined)
→ 1400	1798
- C=CCN1C(=O)C2C3CC(=O)C(c4ccccc43)C2C1=O (centres undefined)
→ 1660	1788
- CCCCN(C)S(=O)(=O)c1ccc(C(=O)Nc2nnc(C3=COCCO3)o2)cc1
→ 1672	1576
- CCSc1nnc(CSc2ncccn2)n1C
→ 1779	1798
- Cc1ccc(NC(=S)N2CCC(C(N)=O)(N3CCCCC3)CC2)c(C)c1
→ 1293	1785
- CCc1cc(-c2n[nH]c(=S)n2CC)cs1
→ 1588	1716
- O=c1[nH]c2c(c(=O)[nH]1)CCC2
→ 1393	1584
- Cc1cc(C)nc(CCNC(=O)c2cc(COc3ccc(F)cc3Cl)on2)n1
→ 1569	1546
- CCCC12CN3CCN(CC(C3)/C1=N\NC(=O)Nc1ccccc1)C2
→ 1482	1609
- CC(=Nc1ccccc1)C1=C(O)CCCC1=O
→ 1617	1882
- CCN1/C(=C\C(=S)Nc2ccccc2)Sc2ccccc21
→ 3725*	3876*
- CCOCC(=O)N(CC)Cc1ccccc1
→ 1619	1911
- COCc1cc(C)nc(Oc2ccccc2)c1C#N
→ 1409	1841
- CC(=O)N/C(=C/c1ccc2c(c1)OCO2)C(=O)NCC(=O)O
→ 1604	1816
- CCC(C)C(NC(=O)c1ccc(Cl)cc1)C(=O)Nc1cccnc1 (centres undefined)
→ 1840	1978
- O=C(NC1CCCc2ccccc21)c1n[nH]c(=O)c2ccccc12 (centres undefined)
→ 1571	1752
- Cc1ccc(C2C=NN(c3ccccc3)C2=O)cc1 (centres undefined)
→ 1440	1915
- CC(=O)N(C)c1ccc(NC(=O)Nc2ccc(C)c(C)c2)cc1
→ 1441	1831
- COc1cc(/C=N/NC(=O)c2ccc(Cl)cc2)ccc1OCC(=O)N1CC(C)OC(C)C1 (centres undefined)
→ 1429	1657
- CC(=O)Nc1ccc(Oc2cnccn2)cc1
→ 1594	1687
- COc1cc(C2NC(=S)NC(C)=C2C(=O)c2ccccc2)ccc1O (centres undefined)
→ 1481	1547
- Cc1ccc(CN2CCN(C3CCCC3)C(CCO)C2)s1 (centres undefined)
→ 1615	2082
- Cc1ccc(Oc2nc3ccccn3c(=O)c2/C=C(\C#N)C(=O)Nc2c(C)n(C)n(-c3ccccc3)c2=O)c(C)c1
→ 1409	1469
- O=[N+]([O-])c1cccc(C2=NCCS2)c1
→ 1800	1979
- CN(C)C(=O)N1CCNCC1
→ 1513	1921
- O=C(Nc1ccccc1)C1=C[C@H](c2csc3ccccc23)C[C@H](OCc2ccc(CO)cc2)O1
→ 1696	2015
- Cc1nn(-c2ccccc2)c(C)c1-c1cc(C(=O)N/N=C/c2cccnc2)[nH]n1
→ 1565	2004
- CCOC(=O)c1cnc2ccc(OCC)cc2c1NCc1cccnc1
→ 1475	1746
- COc1ccc(-c2cc(=O)c3ccccc3[nH]2)cc1
→ 1511	1604
